# Source: PubChem BioAssay (several laboratories)
# MEP2-GFP yeast: yeast TOR pathway MEP2-GFP modulation | GFP response vs DMSO, % at 10 µM | S. cerevisiae MEP2-GFP strain, flow cytometry GFP, 3 h; 100% = DMSO control level | 330,000 compounds, 0.51% hits;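 active = GFP response versus DMSO above a set limit, roughly screen mean plus 3 SD, cut at about 180% in these data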;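 also: median GFP fluorescence of the barcode-gated MEP2-GFP cells per well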
# proCasp7 act: activates human procaspase-7, counter-screen for procaspase-3 activators; P55210; recombinant procaspase-7, Ac-DEVD-pNA absorbance 405 nm; D23A/D198A/D206A triple mutant, cannot self-cleave; scale: DMSO 0, 5 µM enzyme 100; activation, % at 8.5 µM; 330,000 compounds, 0.093% hits;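 active = percent activation above the screen-wide mean plus 3 SD, cut at about 25% in these data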
#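 Assay system: Uncleavable procaspase-7 mutant enzyme / Input: 2 µM procaspase-7 mutant as dispensed / Dosing: single nominal 8.5 µM compound dose, 0.8% DMSO final / Timing: 1 h enzyme–compound preincubation and 2 h substrate reaction, both 25 °C / Detection: p-Nitroaniline absorbance at 405 nm, read at 0 and 120 min / Replication: singlicate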
# AHR activator: activators of human aryl hydrocarbon receptor; P35869; AHR-responsive luciferase reporter cells, luminescence; activation, % at 5 µM; 320,000 compounds, 2.5% hits; AID 2796; in the data active = activation above about 47%;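 also: 0% = vehicle wells and 100% = reference agonist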
# Target sequence (P35869 whole entry, looked up): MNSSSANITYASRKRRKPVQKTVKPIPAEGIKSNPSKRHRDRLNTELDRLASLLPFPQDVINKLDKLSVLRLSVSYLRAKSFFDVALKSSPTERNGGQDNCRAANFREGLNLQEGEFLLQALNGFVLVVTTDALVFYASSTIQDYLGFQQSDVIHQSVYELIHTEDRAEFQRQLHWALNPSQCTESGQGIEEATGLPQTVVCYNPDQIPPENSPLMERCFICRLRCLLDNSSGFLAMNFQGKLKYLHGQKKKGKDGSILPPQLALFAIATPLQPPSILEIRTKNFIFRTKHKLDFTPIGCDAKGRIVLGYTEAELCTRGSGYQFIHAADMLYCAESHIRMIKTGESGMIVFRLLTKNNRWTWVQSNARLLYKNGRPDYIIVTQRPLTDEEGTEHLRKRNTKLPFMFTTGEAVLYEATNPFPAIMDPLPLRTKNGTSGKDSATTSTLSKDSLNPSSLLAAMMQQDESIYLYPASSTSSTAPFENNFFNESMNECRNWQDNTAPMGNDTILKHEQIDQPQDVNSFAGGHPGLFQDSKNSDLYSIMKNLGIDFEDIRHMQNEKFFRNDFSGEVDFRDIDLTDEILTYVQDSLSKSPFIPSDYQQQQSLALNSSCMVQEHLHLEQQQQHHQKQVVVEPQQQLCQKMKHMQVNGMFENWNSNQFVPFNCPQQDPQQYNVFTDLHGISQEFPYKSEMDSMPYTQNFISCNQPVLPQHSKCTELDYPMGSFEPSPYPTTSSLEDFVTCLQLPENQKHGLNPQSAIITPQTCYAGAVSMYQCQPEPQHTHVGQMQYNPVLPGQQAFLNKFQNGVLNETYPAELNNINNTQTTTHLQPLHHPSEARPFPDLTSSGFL
# AGP1 TOR yeast: yeast TOR pathway AGP1-GFP modulation; 320,000 compounds, 0.02% hits; GFP response vs DMSO, % at 10 µM; S. cerevisiae AGP1-GFP multiplex flow cytometry, 3 h; GFP as percent of DMSO wells;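 active = GFP response relative to DMSO above a set limit, near screen average plus 3 SD, cut at about 150% in these data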;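 also: median GFP channel fluorescence of the gated AGP1 strain per well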
# LAP4-GFP MLPCN: yeast TOR pathway LAP4-GFP modulation; AID 2023; S. cerevisiae LAP4-GFP multiplex, flow cytometry GFP, 3 h; median GFP as percent of DMSO wells; GFP response vs DMSO, % at 10 µM; 320,000 compounds, 0.34% hits;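 active = GFP response vs DMSO above a set limit, about the screen mean plus 3 SD, cut at about 150% in these data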
# CIT2-GFP yeast: alters CIT2-GFP fluorescence in TOR pathway yeast screen | S. cerevisiae CIT2-GFP strain, flow cytometry, 3 h; 100 means same as DMSO wells | 320,000 compounds, 0.065% hits | GFP response vs DMSO, % at 10 µM;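 active = GFP response relative to DMSO above a set limit, near the screen mean plus 3 SD, cut at about 150% in these data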;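 also: ratio of well median GFP fluorescence to mean of DMSO wells on the plate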
# proCasp3 act: procaspase-3 (human) activation | P42574 | recombinant procaspase-3 D3A, Ac-DEVD-pNA absorbance 405 nm | activation, % at 8.5 µM | 330,000 compounds, 0.11% hits;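 active = activation above the mean of all tested compounds plus 3 SD, cut at about 21% in these data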;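 also: 0% = DMSO alone and 100% = DMSO wells spiked with extra 5 µM PC-3 D3A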
# Target sequence (P42574 whole entry D9A/D28A/D175A): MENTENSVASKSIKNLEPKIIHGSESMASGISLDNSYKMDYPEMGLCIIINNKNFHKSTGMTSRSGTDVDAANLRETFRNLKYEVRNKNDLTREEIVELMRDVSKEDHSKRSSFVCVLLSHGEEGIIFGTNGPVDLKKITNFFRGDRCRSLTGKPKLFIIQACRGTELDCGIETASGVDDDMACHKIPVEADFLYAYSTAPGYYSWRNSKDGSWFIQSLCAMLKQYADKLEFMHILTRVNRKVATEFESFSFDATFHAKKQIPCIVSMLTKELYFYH
#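 material = Procaspase-3 D3A mutant | probe or stimulus = Ac-DEVD-pNA | compound = single dose, 8.5 µM nominal compound, 0.8% DMSO | timing = 1 h preincubation, 2 h reaction | measured by = 405 nm absorbance of p-nitroaniline, reads at 0 and 120 min | benchmarks = DMSO-only low control, 5 µM PC-3 D3A high control | repeats = singlicate, each compound tested once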
# RPL19A-GFP yeast: modulators of TOR pathway RPL19A-GFP in S. cerevisiae | AID 2025 | percent response vs DMSO, % at 10 µM | 330,000 compounds, 0.3% hits | S. cerevisiae RPL19A-GFP strain, flow cytometry, 3 h; active compounds read low;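 active = percent response vs DMSO below 50%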;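 also: median channel GFP fluorescence of the barcoded RPL19A-GFP strain; ratio of sample median GFP to plate DMSO average so 100% = DMSO; lower means less RPL19A-GFP as with rapamycin TOR inhibition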
# The depositor's hits bear a star; . = not tested or not shown.
SMILES,MEP2-GFP yeast,proCasp7 act,AHR activator,AGP1 TOR yeast,LAP4-GFP MLPCN,CIT2-GFP yeast,proCasp3 act,RPL19A-GFP yeast
Nc1scc(-c2ccncc2)c1Cl,101,-3,1,101,99,99,3,97
Cc1cc(C)c(S(=O)(=O)c2ccccc2Cl)c(=O)[nH]1,108,6,0,101,98,109,9,106
CCCCCCNCc1ccc(Br)cc1,101,-4,0,99,103,96,5,96
O=c1c2ccccc2cnn1Cc1n[nH]c(=S)n1-c1ccccc1Cl,107,-12,3,96,96,101,-1,101
CC(C)CC(=O)NC(Nc1ccccc1F)C(Cl)(Cl)Cl (stereo not drawn),104,2,0,100,98,103,5,98
CC1=[N+]([O-])C(C)(C)CC(C)(C)c2ccccc21,105,-2,-1,94,95,90,2,92
CCN1C(=O)C(CC(=O)Nc2ccc(F)cc2)N(Cc2ccco2)C1=S (stereo not drawn),97,-2,4,106,106,96,3,103
C/C(N)=C(/C#N)C(=O)COC(=O)c1ccc(OCC2CCCO2)cc1 (stereo not drawn),101,8,0,96,91,91,8,102
CCOC(=O)c1ccc2c(c1)N(CC#N)C(=O)C(C)(C)O2,97,-5,0,95,92,98,6,92
CCOc1ccc(NC(=O)CNc2ccc(C)cc2Cl)cc1,102,6,-9,100,121,87,2,100
C(=N\Nc1nc2ccccc2[nH]1)/c1ccccc1,102,3,30,105,102,101,6,101
COc1cccc(NC(=O)c2cnsn2)c1,90,13,2,86,80,93,-3,86
O=C(CC(SCCO)c1ccc(F)cc1)c1ccco1 (stereo not drawn),93,3,-3,92,93,94,-9,91
COc1ccccc1-c1oc2ccccc2c1-c1ccc2cc[nH]c2c1,90,3,22,102,92,98,0,102
COC(=O)c1ccccc1NC(=O)c1ccc(F)cc1,125,5,6,99,110,97,-4,101
O=C(NNc1ccc(F)cc1F)c1c(F)cccc1Cl,104,1,-4,107,113,95,-2,101
CC(C)CC(c1nnnn1C1CCCC1)N1CCN(C(=O)c2ccco2)CC1 (stereo not drawn),94,-4,-2,96,97,95,-4,101
CCC(=O)Nc1cccc(-c2cnc3ccccc3n2)c1,96,8,2,95,107,89,3,94
S=C(NC1CCCCC1)NN1CCOCC1,100,6,-1,90,92,77,-12,96
COc1ccccc1N1CCN(/N=C/c2ccc(O)c(O)c2)CC1,111,-38,0,88,88,.,-28,89

# Full records, looked up by structure. Values in the order: MEP2-GFP yeast, proCasp7 act, AHR activator, AGP1 TOR yeast, LAP4-GFP MLPCN, CIT2-GFP yeast, proCasp3 act, RPL19A-GFP yeast
# O=C(NNc1ccc(F)cc1F)c1c(F)cccc1Cl is listed as 104, 1, -4, 107, 113, 95, -2, 101
# S=C(NC1CCCCC1)NN1CCOCC1 is listed as 100, 6, -1, 90, 92, 77, -12, 96
# O=c1c2ccccc2cnn1Cc1n[nH]c(=S)n1-c1ccccc1Cl is listed as 107, -12, 3, 96, 96, 101, -1, 101

# Further entries.
SMILES,MEP2-GFP yeast,proCasp7 act,AHR activator,AGP1 TOR yeast,LAP4-GFP MLPCN,CIT2-GFP yeast,proCasp3 act,RPL19A-GFP yeast
CCCCNC(=O)Cn1cnc2c(cnn2-c2ccc(C)cc2)c1=O,100,13,2,92,88,101,-1,99
CN1CCC(N(C)C(=O)c2ccc(Cl)c(S(=O)(=O)N(C)c3ccc(Cl)cc3)c2)CC1,97,0,0,97,98,110,3,99
Cc1cc(C(=O)NN=C2CCCC2)c2ccccc2n1,103,-2,3,104,105,100,-2,101
CCOC(=O)C[C@H]1c2cc(C(F)(F)F)ccc2S(=O)(=O)N1Cc1ccccc1,95,11,3,93,109,97,-5,103
COC(=O)CCC(=O)NNC(=O)Cc1ccccc1,94,6,0,99,103,102,0,97
COc1ccc(OCCCn2c(=O)oc3ccccc32)cc1,101,3,-5,98,101,103,1,104
Cc1sc2nc(N3CCOCC3)[nH]c(=O)c2c1-c1ccccc1,106,-3,37,97,97,101,2,104
CCOC(=O)c1sc(=S)n(-c2ccccc2)c1C,100,-5,0,100,103,100,-11,98
Clc1ccc2c(c1)-c1[nH]ncc1CS2,100,6,-3,97,107,85,-7,98
O=C(O)Cc1ccc(C(=O)c2ccccc2F)s1,106,-6,0,107,107,102,-11,108
CC(Sc1nnc(-c2cccs2)n1-c1ccccc1)C(=O)NCc1ccco1 (stereo not drawn),95,0,-3,103,86,102,3,96
CCO[C@@H]1OC(C(=O)NCc2nc3ccccc3[nH]2)=C[C@H](c2ccccc2)[C@H]1CCCO,97,3,1,88,119,101,-1,100
COc1ccc(S(=O)(=O)NC2CC2)cc1Br,108,4,-1,101,95,105,10,100
O=C(Nc1nc(-c2ccccc2)c(-c2ccccc2)s1)c1ccc(S(=O)(=O)N2CCCCC2)cc1,88,-2,0,101,88,94,1,101
O=C(NCc1cccs1)c1cc(S(=O)(=O)N2CCOCC2)ccc1N1CCCC1,98,6,1,96,96,95,3,95
CN(C)S(=O)(=O)c1ccc(C(=O)N2CCN(S(=O)(=O)c3cccs3)CC2)cc1,103,-2,-1,108,105,109,0,98
COC(=O)C1=CN(Cc2cccs2)C=C(C(=O)OC)C1c1cccc(OC)c1OC,103,9,0,102,99,99,5,101
Cc1ccccc1CN(c1ccc(C(=O)N/N=C/c2ccc(OCC(N)=O)cc2)cc1)S(C)(=O)=O,102,-3,4,104,97,102,1,105
Cc1cc(C)cc(NC(=O)C2CCCN(c3nccc(C)n3)C2)c1 (stereo not drawn),98,5,8,87,97,86,10,87
CC1=NN(c2nc(-c3ccc(F)cc3)cs2)C(=O)C1,95,2,13,98,111,90,2,96

# Pulled by compound from the entries so far, 2 records:
SMILES,MEP2-GFP yeast,proCasp7 act,AHR activator,AGP1 TOR yeast,LAP4-GFP MLPCN,CIT2-GFP yeast,proCasp3 act,RPL19A-GFP yeast
CCN1C(=O)C(CC(=O)Nc2ccc(F)cc2)N(Cc2ccco2)C1=S (stereo not drawn),97,-2,4,106,106,96,3,103
COc1ccc(OCCCn2c(=O)oc3ccccc32)cc1,101,3,-5,98,101,103,1,104

# (continued)
SMILES,MEP2-GFP yeast,proCasp7 act,AHR activator,AGP1 TOR yeast,LAP4-GFP MLPCN,CIT2-GFP yeast,proCasp3 act,RPL19A-GFP yeast
COc1ccc(/C=C2\CCn3c2nc2ccccc2c3=O)cc1OC,109,8,9,106,90,118,-1,107
O=C(Nc1ccccc1)Oc1ccccc1N1CCOCC1,100,3,-1,104,110,93,2,99
COc1ccccc1NC(=O)CSc1nncn1N,105,.,.,105,100,103,.,105
CON(C)S(=O)(=O)c1ccc2c(c1)NC(=O)C1CCCN21 (stereo not drawn),106,-1,1,111,108,108,-5,99
COC(=O)c1ccc(NC(=O)CNS(=O)(=O)c2cccs2)cc1,101,6,2,99,100,106,0,96
CC(C)(C)C(=O)c1no[n+]([O-])c1/C(=N/O)C(C)(C)C,103,-4,-3,105,102,94,-2,98
CCOc1ccc(C2C3=C(CCCC3=O)Nc3ccc4ncccc4c32)cc1 (stereo not drawn),102,-2,5,103,101,106,-2,105
N#C/C(=C(/O)c1ccc([N+](=O)[O-])s1)c1nc2ccccc2[nH]1,101,1,34,93,100,93,4,99
Cn1c(NC(=O)C[n+]2cc(-c3ccccc3)n3c2CCC3)cc(=O)n(C)c1=O,102,5,0,105,89,107,-6,104
COC(=O)CC1SC(=O)NC1=Nc1ccc(OC)cc1 (stereo not drawn),95,-1,0,91,89,90,2,92
Cc1cc2oc(=O)cc(Cn3ncc(Cl)c(Cl)c3=O)c2cc1Cl,97,13,1,111,103,86,-2,94
Cc1nc2ccccc2cc1OCc1ccccc1,136,2,-5,105,97,102,-2,96
COc1ccc(NCc2nnc(SCc3ccccc3)n2-c2ccc(OC)cc2)cc1,106,1,0,101,108,99,-11,105
O=C(NC(Cc1ccccc1)C(=O)O)c1ccc(S(=O)(=O)N2CCCCC2)cc1 (stereo not drawn),99,-7,-1,105,96,102,5,99
C=CCn1c(=NC(=O)c2ccc(S(=O)(=O)N3CCCc4ccccc43)cc2)sc2cc(S(N)(=O)=O)ccc21,105,0,5,101,92,99,14,96
CC1(C)Cc2c(c(N3CCCC3)nc3sc4c(N5CCNCC5)ncnc4c23)CO1,95,6,4,103,108,96,1,100
O=C1c2ccccc2C(=O)N1CN(C(=O)COc1ccccc1)c1ccc(F)cc1,102,4,3,100,98,100,-1,101
CC(C)(CO)NS(=O)(=O)c1ccc2c(c1)C(=O)c1cc(S(=O)(=O)NC(C)(C)CO)ccc1-2,100,7,-1,103,94,91,3,98
CCCCNc1nc(N)nc(-c2cc(Cl)ccc2O)n1,110,3,26,102,104,103,4,103
CC1(C)NC(=O)N(CC(=O)OCC(=O)c2ccc(Cl)s2)C1=O,107,1,1,108,112,94,3,97
CCOC(=O)CSc1nnc(NC(=O)c2ccco2)s1,96,-4,4,95,95,101,2,100
C=C1N(c2ccccc2)C(=O)OC1(C)C,90,-5,-4,99,89,102,-1,101
COc1c(/C=N/Nc2ccc(C(=O)O)cc2)c(CCN(C)C(C)=O)cc2c1OCO2,100,9,0,106,112,97,-2,102
COc1cccc(NC(=O)c2ccccc2-c2nc(-c3ccccc3)no2)c1,101,-6,18,102,102,100,2,98
Cc1ccccc1CC(=O)OCC(=O)Nc1ccc(C)c(S(=O)(=O)N2CCCCC2)c1,108,3,-1,108,119,109,10,114
COc1ccc(CN2C(=O)c3cccnc3C2=O)cc1S(=O)(=O)NC1CCCCC1,103,1,4,104,100,106,5,105
CCN=C1SC(CC(=O)NCCc2ccc(OC)cc2)C(=O)N1CC (stereo not drawn),102,-34,0,103,101,103,-23,103
CC(=O)c1cnc(-c2ccccn2)s1,99,7,13,100,106,110,-2,107
CC(=O)Nc1ccc(C(=O)N/C(=C/c2ccccc2)C(=O)N2CCCCC2)cc1,112,19,-1,103,103,106,18,104
C/C(=C\c1ccccc1)CN1CCN(c2ccccc2F)CC1,98,-9,0,97,96,98,-6,97
COc1ccc(-c2ccc(SCC(=O)NC3CCCC3)nn2)cc1OC,96,-6,10,98,96,94,9,96
Cc1ccc(C(=O)N(Nc2nc3ccccc3s2)C(=O)c2ccc(C)cc2)cc1,108,-8,9,113,103,105,2,107
CNCC(=O)Nc1ccc(OC(F)(F)F)cc1,101,-11,5,97,101,91,-1,95
Cc1cccc(OC(=O)c2sc3ncn(C)c(=O)c3c2C)c1,110,-5,0,113,115,96,-3,96
COC(=O)c1ccc(COc2ccc(C=O)cc2OC)o1,103,9,3,103,98,102,4,94
C=CC(=O)NCc1ccc(-c2csnn2)cc1,107,1,1,118,115,103,4,105
CCOc1ccc(NC(=O)NCc2cccn2C)cc1,119,2,9,100,110,101,0,106
COc1ccc(Cl)cc1C(=O)OCC(=O)N(C)CC(=O)Nc1ccc(F)cc1,102,11,-3,97,97,100,1,96
CCOc1cc(C)c(Cl)cc1S(=O)(=O)N(C)C,89,1,4,94,95,88,-1,93
CCOC(=O)N1CCN(S(=O)(=O)c2cccc3nsnc23)CC1,105,0,0,101,104,110,-2,98
COc1ccccc1N(Cc1ccccc1)S(=O)(=O)c1cccc(C(=O)NC2CC(C)(C)NC(C)(C)C2)c1,85,1,1,112,99,99,9,95
Cc1cc(C2=CC(C)(c3cc(C)oc3C)Nc3nc(C(F)(F)F)nn32)c(C)o1 (stereo not drawn),104,7,16,99,.,105,-1,99
CCN(CC)S(=O)(=O)c1ccc2c(c1)nc(SCC(=O)N1CCOCC1)n2-c1ccccc1OC,105,2,1,97,99,99,-3,97

# No enrichment for hits (roughly 3.5% active in at least one column).
